TROY signal inh: inhibitors of TROY-driven NF-kB signaling, primary screen, Q293 LMP1-TROYcd cells, NF-kB luciferase, uHTS | Q293 LMP1-TROYcd NF-kB luciferase reporter, 4 h | inhibition, % at 10 µM | 0.98% of 360,000 active | AID 1347056, 2019;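 active = compounds whose plate-normalised and pattern-corrected inhibition of the luciferase reporter signal at the single screening dose is 50% or more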
KKLEB tox: cytotoxicity in KKLEB CF airway cells, primary screen, cytotoxicity control for CF NF-kB inhibitor project, cell-based, uHTS, fluorescence assay plates; KKLEB CF airway cells viability, ATPlite luminescence, overnight; hits give low values; cells stimulated with P. aeruginosa culture filtrate; activity change (cytotoxicity), % at 5 µM; 0.36% of 360,000 active;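 active = corrected activity change at or below -50% at 5 µM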
TWEAK Fn14 block: inhibitors of TWEAK-Fn14 signaling, primary screen, luciferase reporter cells, uHTS | TWEAK-stimulated Fn14 reporter cells, luciferase luminescence, 8 h | inhibition, % at 10 µM | 2% of 360,000 active; in the data active = inhibition above about 50%
LMP1 NFkB inh: EBV LMP1-driven NF-kappaB luciferase reporter inhibitors, primary screen, cell-based, luminescence, single point | LMP1-induced NF-kappaB luciferase reporter cells | inhibition, % at 12.5 µM | 0.69% of 350,000 active; in the data active = inhibition above about 41%; inconclusive = no clear call, values can overlap the other calls;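 note: 0% = neutral control wells and 100% = reference inhibitor control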
LRH-1 inv ag: LRH-1 (NR5A2) inverse agonists, primary screen, cell-based, luminescence, HEK293T, StAR-luciferase reporter; Nuclear receptor subfamily 5 group A member 2 (Homo sapiens), O00482; LRH-1 transfected, 24 h; inhibition, % at 3.6 µM; 0.13% of 360,000 active; AID 602396, 2012;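 active = inhibition above the mean inhibition of all tested compounds plus 3 SD, cut at about 73% in these data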;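 note: 0% = DMSO wells and 100% = reporter-only cells lacking LRH-1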
Target sequence (O00482 whole entry, looked up): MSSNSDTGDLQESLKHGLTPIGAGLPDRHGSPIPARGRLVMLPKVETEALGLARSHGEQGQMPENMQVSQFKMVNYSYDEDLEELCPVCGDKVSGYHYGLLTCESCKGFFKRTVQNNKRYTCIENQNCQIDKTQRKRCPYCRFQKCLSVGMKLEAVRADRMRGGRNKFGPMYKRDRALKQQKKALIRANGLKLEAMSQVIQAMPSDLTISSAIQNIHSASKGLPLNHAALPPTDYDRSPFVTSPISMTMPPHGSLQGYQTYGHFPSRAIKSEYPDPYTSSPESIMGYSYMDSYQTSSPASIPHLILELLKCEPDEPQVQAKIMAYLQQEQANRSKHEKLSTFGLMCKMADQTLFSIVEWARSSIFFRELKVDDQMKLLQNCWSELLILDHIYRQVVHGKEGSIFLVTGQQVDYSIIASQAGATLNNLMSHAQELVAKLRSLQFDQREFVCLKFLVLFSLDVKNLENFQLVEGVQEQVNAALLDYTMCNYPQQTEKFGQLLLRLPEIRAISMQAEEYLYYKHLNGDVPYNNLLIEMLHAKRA
NCOA3 inh: SRC3 coactivator transcriptional activity inhibitors, primary screen, cell-based, luminescence; Nuclear receptor coactivator 3 (Homo sapiens), Q9Y6Q9; HEK293 GAL4-SRC3 luciferase reporter; inhibition, % at 3.6 µM; 0.17% of 360,000 active;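 active = inhibition above a per-campaign cutoff, the mean of all compounds plus 3 SD, cut at about 60% in these data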;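 note: 0% = DMSO-treated cells and 100% = gossypol-treated cells at 36 µM; higher means less SRC3-driven luciferase light from the GAL4 reporter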
Shn3 inh set2: reduction of Shn3 3'UTR firefly luciferase signal, primary screen, Schnurri-3 inhibitor project, cell-based, Clone20 osteoblasts, set 2; Clone20 osteoblast Shn3 3'UTR firefly luciferase, 24 h; AID 588674, 2011; inhibition, % at 12.5 µM; 0.52% of 360,000 active;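 active = mean inhibition of at least 75% with every replicate also reaching 75%; inconclusive = mean inhibition at least 75% but some replicate below; inactive = mean inhibition below 75%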;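 note: 0% = median of neutral control wells and 100% = pilot-screen positive control compound; some compounds past the cut are filed as inactive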
C8 TRAIL sens: viability loss with TRAIL in NB7+C8 cells, primary screen, TRAIL sensitizer project, cell-based, ATPlite luminescence; 1% of 360,000 active; AID 624354, 2012; inhibition (viability loss, TRAIL sensitization), % at 10 µM;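 active = compounds causing at least 50% loss of cell viability in the single-dose screen, relative to plate controls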
CF NFkB inh: inhibitors of PAF-induced NF-kB signaling, primary screen, cell-based, GFP fluorescence, uHTS. KKLEB NF-kB-GFP reporter, GFP fluorescence overnight. inhibition, % at 5 µM. 0.86% of 360,000 active;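 active = at least 50% inhibition at 5 µM, scaled per plate between neutral and stimulator controls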;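 note: PAF is a Pseudomonas aeruginosa culture filtrate used as stimulus; plate controls were PAF-stimulated DMSO wells for no effect and unstimulated DMSO wells for full effect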
COUP-TFII inh: NR2F2 transcriptional activity inhibitors, primary screen, cell-based, luciferase reporter, HEK293T, luminescence. HEK293T NGFI-A luciferase reporter. inhibition, % at 8.6 µM. 0.7% of 370,000 active;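 active = inhibition above a per-plate cutoff, mean inhibition of test wells between control levels plus 3 SD, cut at about 38% in these data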;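 note: cells cotransfected with COUP-TFII expression vector driving the NGFI-A reporter; 0% = median of COUP-TF2 test wells and 100% = reporter-only cells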
Target sequence (P24468 whole entry, looked up): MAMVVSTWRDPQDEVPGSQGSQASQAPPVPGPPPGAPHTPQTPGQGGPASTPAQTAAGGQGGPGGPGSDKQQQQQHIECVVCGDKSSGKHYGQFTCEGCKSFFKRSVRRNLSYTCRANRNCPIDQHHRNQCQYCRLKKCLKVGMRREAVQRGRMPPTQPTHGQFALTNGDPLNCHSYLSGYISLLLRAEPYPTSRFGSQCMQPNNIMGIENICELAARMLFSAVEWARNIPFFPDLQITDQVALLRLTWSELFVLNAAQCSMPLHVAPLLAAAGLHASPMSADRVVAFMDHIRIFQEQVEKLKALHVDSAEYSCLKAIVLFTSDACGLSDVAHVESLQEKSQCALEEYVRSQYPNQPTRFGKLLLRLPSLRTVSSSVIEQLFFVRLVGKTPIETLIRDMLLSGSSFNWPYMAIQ
NCOA1 inh: SRC1 coactivator transcriptional activity inhibitors, primary screen, cell-based, luminescence | Nuclear receptor coactivator 1 (Homo sapiens), Q15788 | HEK293 GAL4-SRC1 luciferase reporter | inhibition, % at 3.6 µM | 0.12% of 360,000 active;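 active = inhibition above the campaign mean plus 3 SD, with each screening campaign given its own cutoff, cut at about 60% in these data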;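 note: 0% = DMSO treated cells and 100% = gossypol at 36 µM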
The depositor's hits bear a star; ? = inconclusive; / = no result given. Only part of the results is shown, so the mix of outcomes need not match the whole.

Compound	TROY signal inh	KKLEB tox	TWEAK Fn14 block	LMP1 NFkB inh	LRH-1 inv ag	NCOA3 inh	Shn3 inh set2	C8 TRAIL sens	CF NFkB inh	COUP-TFII inh	NCOA1 inh
Cc1ccccc1-c1nnn(CC(=O)Nc2ccc3c(c2)OCCO3)n1	-34	3	-29	-2	-8	2	-3	5	-2	1	-15
O=C(Nc1ccc(S(=O)(=O)Nc2nccs2)cc1)c1ccc(F)cc1	2	-14	16	0	-7	4	1	-13	24	9	-3
COc1ccc(S(=O)(=O)NCCCn2ccnc2)cc1Cl	20	-6	-5	-9	20	14	8	-6	-12	-2	1
Nc1cc(N)nc(SCc2ccc(Cl)cc2)n1	-25	1	-6	14	-8	0	-72	-9	3	5	-21
O=C(Nc1ccc2ccccc2c1)c1ccccc1F	-17	-5	36	-51	-140	-75	-5	16	-15	-24	-63
CCCCC(Sc1nc(N)c(NC(=O)c2ccco2)c(=O)[nH]1)C(=O)O (stereo not drawn)	-5	6	3	-3	13	10	6	-9	-4	-3	-5
O=CC1=C(N2CCOCC2)/C(=C\c2ccccc2)CC1	3	6	-3	0	2	20	-6	1	-3	22	3
Cc1cc(NC(=O)CN2C(=O)N(C)C3(CCCCC3)C2=O)ccc1Br	3	7	9	-7	12	15	-2	-2	21	0	-1
CCNc1nc(CN2CCOCC2)nc2sc3c(c12)CCC3	-1	-1	-2	65*	-2	-19	-7	4	-10	1	-14
CC(C)C(=O)Nc1cccc(NC(=O)c2ccc(Cl)cc2Cl)c1	56*	-10	0	-4	3	-19	-13	6	0	-10	-12
CC(=O)N(c1nnc(-c2cccc(C)c2)s1)C1CCCC1	-24	14	-14	3	-26	-31	-36	9	-19	-29	-27
CC(C)C(=O)Nc1cc2c3c(c1)CCN3C(=O)CC2	-20	-2	-12	3	-1	-14	1	-11	1	0	0
O=C(c1ccc(F)cc1Cl)N1CCN(S(=O)(=O)c2cccs2)CC1	-50	-2	-9	-8	8	-2	12	0	5	0	7
COc1ccc(CN(Cc2ccc(C(=O)O)cc2)C(=S)Nc2ccc(C)cc2)cc1OC	-10	7	-5	-2	8	17	23	-7	5	-35	0
Cc1ccc(NC(=O)CSc2nnc(-c3ccccc3Br)o2)cc1C	8	5	-27	2	-9	18	-2	-2	7	5	-8
CCSc1ccccc1C(=O)NC1CCCCC1	-4	9	4	-3	10	13	9	-2	-3	-2	-22
CCNC(=O)C(=O)NCC(c1cccs1)S(=O)(=O)c1ccc(C)cc1 (stereo not drawn)	-3	-4	-7	2	-8	7	9	-8	-4	1	-8
O=S(=O)(NCC(c1cccnc1)N1CCOCC1)c1cccs1 (stereo not drawn)	-11	7	-14	4	0	22	-3	-24	13	5	5
Cc1nc(N2CCCCC2)nc(N2CCCCC2)c1C=O	-15	-13	8	-9	14	4	4	0	34	5	-1
C=CCN(c1ccccc1)S(=O)(=O)c1cccc(C(=O)N2CCN(c3ncccn3)CC2)c1	12	-14	7	-3	3	-5	26	-6	14	26	3
COc1ccc(OC)c(CNC(=O)Cc2c(C(=O)O)[nH]c3ccc(Cl)cc23)c1	8	5	6	-3	9	-1	0	-6	6	3	-1
COC(=O)COc1ccc(-c2nn(C)c(=O)c3ccccc23)cc1	5	-4	-14	7	15	10	5	7	8	-21	-9
O=c1oc2c(-c3ccc([N+](=O)[O-])cc3)cc(O)cc2s1	-33	9	35	0	-4	13	-28	-9	-10	7	-45
O=C(Cc1ccc([N+](=O)[O-])cc1)NNC(=O)c1ccc2c(c1)OCO2	-6	-16	18	-4	12	-33	-3	-8	5	1	-17
O=C1N[C@@H](Cc2ccccc2)[C@@H](c2ccco2)O1	-22	6	15	-5	-16	-26	13	-1	-12	7	11
CCCC(=O)Nc1nnc(SCC(=O)NC2CC2)s1	-15	4	-10	-1	-1	12	-3	-8	18	-2	-4
CC(C)[C@H](NC(N)=O)C(=O)Nc1ccc(OCc2ccccc2)cc1	-38	7	-5	0	4	1	5	-3	6	-7	1
CN(CCCNC(=O)CCc1cn(C)c2ccccc12)C1CCCCC1	-3	-1	-2	-1	-13	8	-20	4	11	-12	-10
Cc1ccc([N+](=O)[O-])cc1NC1OC(CO)C(O)C1O (stereo not drawn)	-11	-8	7	7	3	15	-11	4	-16	5	-29
O=C(/C=C/c1ccccc1)Nc1cc(NC(=O)/C=C/c2ccccc2)cc(C(=O)O)c1	-4	16	2	8	-1	-8	-3	-2	-6	0	-13
CCOc1cc(/C=N/NC(=S)Nc2ccccc2C(F)(F)F)ccc1OCC(=O)N1CCOCC1	-3	8	16	-1	15	10	0	20	-15	-8	6
CN1CCN(C(=O)C2CCN(S(=O)(=O)c3ccc4c(c3)oc(=O)n4C)CC2)CC1	-2	0	8	-10	-1	-17	5	0	-9	12	2
COc1cc(CN=Cc2c(O)n(Cc3ccccc3)c(=S)[nH]c2=O)cc(OC)c1	1	-9	4	-8	-11	6	3	-16	21	-11	3
c1ccc2cc(OCCCn3ccnc3)ccc2c1	-29	-2	-19	1	-4	-8	8	1	-14	2	0
CCOC(=O)c1c(NC(=O)CN2CCCCC2)sc(C)c1C	16	-15	-9	-7	2	11	-39	5	-4	-2	-14
CCOC(=O)N1CC(C)N(CC(O)CN2CCOCC2)CC1C (stereo not drawn)	-10	0	-11	12	-14	-4	-4	-8	10	2	5
COc1ccc(S(=O)(=O)N2CCCCCC2)cc1C(=O)NCc1ccco1	-4	-6	2	-7	2	-3	-1	1	-16	14	10
O=Cc1c(-c2ccccc2)nc2ccccn12	-8	4	-21	0	-1	-13	-34	3	3	-1	-20
c1ccc(OCCCCN2CCOCC2)cc1	-10	6	11	15	1	-4	6	-5	12	10	-2
O=C(O)C1CC(=O)N(CCc2ccc(F)cc2)C1 (stereo not drawn)	8	7	12	6	-26	-26	13	-6	-9	11	11
CCOc1ccc(-n2c(C)nc3cc(C(=O)NCc4ccco4)ccc32)cc1	12	2	3	-2	-4	-1	9	1	7	3	-21
COCc1cc(C)nc(SCC(=O)Nc2ccc3[nH]c(=O)[nH]c3c2)c1C#N	2	-5	7	-7	4	13	-44	1	-20	-18	-5
CCCC(C)c1nc(C(N)=O)c2[nH]c(=O)n(-c3ccc(OC)cc3OC)c2n1 (stereo not drawn)	4	0	23	-6	-15	-5	-2	-6	-5	/	0
CCOC(=O)C1(CCCc2ccccc2)CCN(Cc2cn(CC)nc2C)CC1	8	14	2	12	30	9	62	12	-7	29	1
COc1ccc(-c2nc3cc([N+](=O)[O-])ccc3o2)cc1OC	-60	13	-15	-23	-9	8	-49	-8	-14	9	3
CCCCN(C(=O)C(C)Oc1cccc(Cl)c1)c1c(N)n(CCC)c(=O)[nH]c1=O (stereo not drawn)	-17	13	5	3	1	19	-5	4	2	1	-9
COC(=O)c1nn(C23CC4CC(CC(C4)C2)C3)c2c1C(=O)N(c1ccc(Br)cc1)C2=O	10	1	-7	4	15	-6	-17	1	6	1	-1
O=C(COC(=O)COc1ccc(Br)cc1)NC1CCCCCC1	79*	-1	1	-9	0	-1	-8	6	5	10	2
CCOC(=O)C1CCCN(S(=O)(=O)CCNC(=O)c2ccc(F)cc2)C1 (stereo not drawn)	-9	-4	11	-12	13	14	-8	-13	15	-21	-3
Cc1ncc[nH]1	-19	11	-1	5	-7	16	-15	-7	-18	-10	-4

Continued.
Compound	TROY signal inh	KKLEB tox	TWEAK Fn14 block	LMP1 NFkB inh	LRH-1 inv ag	NCOA3 inh	Shn3 inh set2	C8 TRAIL sens	CF NFkB inh	COUP-TFII inh	NCOA1 inh
COc1ccc(CC2(CO)CCN(C/C=C/c3ccccc3OC)CC2)cc1	-11	-4	-12	12	1	10	-5	-10	-6	25	4
Cc1ccc(NC(=O)c2cccc(S(=O)(=O)NCc3ccccc3)c2)nc1	21	-15	6	-5	21	33	16	13	18	-6	-77
O=C(COC(=O)c1cccs1)NCCc1ccc(F)cc1	-22	9	-3	5	-7	9	-45	3	2	2	2
CCOC(=O)CN1CCS(=O)(=O)CC1	-10	-8	-3	2	-6	-16	8	9	16	3	-4
NC(c1csc(Nc2nccc(C(F)(F)F)n2)n1)C1CCCCC1 (stereo not drawn)	6	0	-16	/	11	-34	3	21	-4	-1	-6
Cc1ccc(-c2nc(SCC(=O)NCC3CCCO3)c(-c3ccccc3)[nH]2)cc1 (stereo not drawn)	-15	6	-20	-11	7	19	-1	16	20	9	4
Cc1ccc(-c2cc(C(=O)N3CCN(C(=O)c4ccco4)CC3)no2)cc1	5	10	-2	-2	-24	-2	-20	-10	-7	-18	-7
O=C(Nc1nc(-c2ccccc2)cs1)C1CCCCN1S(=O)(=O)c1ccccc1 (stereo not drawn)	23	-13	31	-1	9	4	?	-14	-3	3	9
COC(=O)C1=C(C)N(c2ccc(Cl)cc2)/C(=C/c2cccs2)C1=O	-1	-9	-4	-14	9	-9	-20	3	-8	-4	10
COc1ccc2ccccc2c1/C=N/NC(=O)c1cccc(Br)c1	-26	1	-19	6	4	2	-3	-2	7	7	7
Cc1ccc2cc(NC(=O)c3cccc(F)c3)ccc2n1	-42	2	7	-30	-201	-91	-63	46*	6	-41	-147
CC(=O)CC1=NC(C)(C)Cc2ccccc21	53*	-13	20	-6	-2	-4	-9	-5	10	13	9
Cc1ccc(CCNC(=O)C2CC(c3ccccc3C(F)(F)F)=NO2)cc1 (stereo not drawn)	1	-2	-1	-1	-13	-4	8	-3	0	5	-6
O=C(N/N=C/c1ccccc1[N+](=O)[O-])C(=O)N1CCCC1	0	7	13	-12	-4	-8	-58	3	3	-26	-18
Cc1ccccc1C(=O)Nc1ccc2c(C#N)c3nc4ccccc4nc3n2c1	5	6	15	15	4	2	7	-3	-112	8	6
COc1cc2c(cc1OC)CN(C(=O)C(CCSC)NS(=O)(=O)c1ccc(C)cc1)CC2 (stereo not drawn)	2	-11	-3	17	-9	-29	-6	-16	18	4	-6
CCOC(=O)c1[nH]c2ccc(C)cc2c1N	13	0	1	-11	-10	-90	-64	-2	-11	-5	-105
